Compound activity deposited in PubChem BioAssay by Sanford-Burnham Center for Chemical Genomics.
SENP8 block-1 = SENP8 protease inhibitors, primary screen, biochemical, luminescence; purified SENP8, Z-RLRGG-aminoluciferin cleavage; inhibition, % at 10 µM; AID 2540, 2010; Sentrin-specific protease 8 (Homo sapiens), Q96LD8; actives 1.2% (n = 330,000); in the data active = inhibition above about 50%
SENP7 block = SENP7 protease inhibitors, primary screen, biochemical, luminescence, uHTS; Sentrin-specific protease 7 (Homo sapiens), Q9BQF6; recombinant SENP7, Z-RLRGG-aminoluciferin luminescence, 40 min; inhibition, % at 5 µM; actives 1.5% (n = 330,000); AID 434973, 2010;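 active = inhibition above about 50% at the single test dose, limit read from the data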;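 also: plate controls were DMSO with enzyme for no effect and no enzyme buffer wells for full effect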
Target sequence (Q9BQF6 706-1050 limits assumed): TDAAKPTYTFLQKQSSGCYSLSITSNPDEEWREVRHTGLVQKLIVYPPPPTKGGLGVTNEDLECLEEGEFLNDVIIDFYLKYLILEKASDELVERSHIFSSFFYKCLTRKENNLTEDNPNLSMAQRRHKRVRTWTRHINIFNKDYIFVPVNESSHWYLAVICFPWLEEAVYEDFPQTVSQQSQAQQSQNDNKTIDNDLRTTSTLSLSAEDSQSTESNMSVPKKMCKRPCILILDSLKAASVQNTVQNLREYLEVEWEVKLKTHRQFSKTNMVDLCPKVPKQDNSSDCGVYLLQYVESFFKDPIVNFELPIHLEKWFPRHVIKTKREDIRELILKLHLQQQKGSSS
SENP8 block-2 = human SENP8 protease inhibitors, primary screen, biochemical, fluorescence, Nedd8 protein substrate, uHTS | Sentrin-specific protease 8 (Homo sapiens), Q96LD8 | recombinant SENP8 | inhibition, % at 20 µM | actives 0.64% (n = 360,000) | AID 602440, 2012; in the data active = inhibition mostly above about 40%, no sharp cut-off; inactive = mostly below about 27%
MIN6 prolif = inducers of MIN6 beta-cell proliferation, primary screen, ATP luminescence, uHTS; MIN6 cells proliferation, ATPlite luminescence, 48 h; cells starved in 0.2% serum; 100% = growth in 10% serum; proliferation, % at 10 µM; actives 0.29% (n = 330,000); AID 2380, 2010;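 active = compounds whose signal lies at least 3.5 SD above the mean of all wells on their plate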;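 also: 0% = DMSO-treated cells in low-serum medium and 100% = 10% serum control; some compounds called inactive have numbers as strong as hits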
PfG6PD inh = PfG6PD enzyme inhibitors, primary screen, biochemical, fluorescence intensity, uHTS | glucose-6-phosphate dehydrogenase-6-phosphogluconolactonase (Plasmodium falciparum 3D7) | PfGluPho enzyme, NADPH resazurin-diaphorase fluorescence | inhibition, % at 20 µM | actives 0.78% (n = 350,000);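 active = inhibition reaching at least a set limit at 20 µM in the primary screen, cut at about 59% in these data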;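 also: 0% = DMSO wells with substrate and 100% = DMSO wells lacking glucose-6-phosphate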
HKDC1 inhibitor = HKDC1 hexokinase inhibitors, primary screen, biochemical, fluorescence, uHTS; Q2TB90; recombinant HKDC1, G6PDH/diaphorase resazurin coupled fluorescence; inhibition, % at 20 µM; actives 0.16% (n = 340,000); AID 493160, 2011;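 active = inhibition above about 35% when tested at 20 µM, limit read from the data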;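 also: plate controls were DMSO wells with enzyme for no effect and DMSO wells lacking enzyme for full effect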
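Test system: HK5 enzyme. Quantity: 5 µg/mL HK5 final. Reagent: glucose and ATP substrates. Schedule: 90 min reaction incubation at room temperature, dark. Technique: resazurin-to-resorufin fluorescence via G6PDH and diaphorase coupling, 525/613 nm. Control set: DMSO wells with and without enzyme mix.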
SENP6 inh = SENP6 protease inhibitors, primary screen, biochemical, luminescence, uHTS; Recombinant SENP6 catalytic domain, aminoluciferin luminescence; AID 2599, 2010; actives 1.8% (n = 330,000); inhibition, % at 10 µM;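 active = inhibition above about 50% at the single tested dose, limit read from the data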;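 also: plate controls were DMSO wells with enzyme for no effect and DMSO wells lacking enzyme for full effect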
Target sequence (Q9GZR1 628-1112 limits assumed): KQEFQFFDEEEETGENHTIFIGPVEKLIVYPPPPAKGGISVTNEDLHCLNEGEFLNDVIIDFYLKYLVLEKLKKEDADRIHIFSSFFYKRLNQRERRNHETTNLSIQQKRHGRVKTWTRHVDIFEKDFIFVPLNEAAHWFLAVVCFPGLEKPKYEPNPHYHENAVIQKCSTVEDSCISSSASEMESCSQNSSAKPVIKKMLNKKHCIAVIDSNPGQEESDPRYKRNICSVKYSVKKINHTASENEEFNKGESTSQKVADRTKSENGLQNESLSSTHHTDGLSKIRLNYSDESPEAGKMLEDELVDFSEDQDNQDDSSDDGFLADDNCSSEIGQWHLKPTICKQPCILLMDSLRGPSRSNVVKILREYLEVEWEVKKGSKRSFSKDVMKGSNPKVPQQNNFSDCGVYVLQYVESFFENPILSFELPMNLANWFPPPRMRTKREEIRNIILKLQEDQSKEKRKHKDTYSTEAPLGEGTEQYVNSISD
UBC13 polyUb = UBC13 polyubiquitin chain formation inhibitors, primary screen, biochemical, TR-FRET, uHTS | Ubiquitin-conjugating enzyme E2 N (Homo sapiens), P61088 | inhibition, % at 20 µM | actives 0.47% (n = 330,000) | AID 485273, 2010; in the data active = inhibition above about 45%, passing the limit was not always enough
Target sequence (P61088 whole entry, looked up): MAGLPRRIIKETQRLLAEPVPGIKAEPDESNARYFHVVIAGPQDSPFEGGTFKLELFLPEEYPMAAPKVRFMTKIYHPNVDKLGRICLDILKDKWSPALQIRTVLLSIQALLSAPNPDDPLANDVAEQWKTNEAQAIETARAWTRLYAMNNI
SENP1 FRET inh = human SENP1 catalytic domain inhibitors, primary screen, biochemical, FRET, uHTS; Sentrin-specific protease 1 (Homo sapiens), Q9P0U3; recombinant SENP1 catalytic domain, CyPet-SUMO1-YPet FRET cleavage; inhibition, % at 10 µM; actives 0.21% (n = 360,000); AID 624204, 2012;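 active = inhibition at least 30% at 10 µM, raw YFP signal under a set limit, fluorescence ratio 0.5 to 1.5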;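 also: 0% = enzyme with DMSO and 100% = no enzyme wells; some results filed as inactive read as strong as hits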
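System: Recombinant human SENP1 catalytic domain, His6-tagged | Incubation: Enzyme reaction for 50 min at room temperature, dark | Medium: Tris pH 8 with BME, BSA, NP40 and catalase | Also added: 25 nM SUMO1 FRET substrate | Compound: 10 µM single point, 0.5% DMSO | Measured by: FRET fluorescence in CFP and YFP emission channels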
An asterisk follows results filed as active; i = inactive; / = not tested or not shown. Compounds as they come; 4% or so of the library scored in one or more.

SMILES	SENP8 block-1	SENP7 block	SENP8 block-2	MIN6 prolif	PfG6PD inh	HKDC1 inhibitor	SENP6 inh	UBC13 polyUb	SENP1 FRET inh
O=C(CC(c1ccccc1)c1ccccc1O)NCc1ccccc1 (stereo not given)	-4	2	6	-4	9	-13	0	9	1
CCOc1ncnc2c1sc1nc(C)cc(C)c12	-18	-16	6	0	5	-2	-3	1	1
CCCCn1c(N)c(N(CC(C)C)C(=O)C2=NN(c3ccccc3)C(=O)CC2)c(=O)[nH]c1=O	9	7	-25	-5	2	-5	4	-7	-16
Nc1nc(SCC(=O)Nc2ccccc2)[nH]c(=O)c1-c1ccccc1	3	-2	17	-2	5	-8	-20	-4	1
COc1ccc(-c2csc3nc(C(C)(C)C)oc(=O)c23)cc1OC	6	11	-8	-2	13	-5	13	2	0
CCOc1ccc(NC(=O)CN(C)C(=O)c2cc(-c3ccncc3)nc3ccccc23)cc1OCC	1	-2	-1	1	-2	-4	10	0	0
O=C(NCCNC(=O)c1ccc(Cl)cc1Cl)c1cnccn1	-5	1	12	0	1	-4	-11	1	0
CCOc1ccccc1N/C(=C(/C(Cl)=C(Cl)Cl)[N+](=O)[O-])n1cncn1	-13	-4	4	-5	-5	-5	-4	-11	4
Nc1cccc(-c2cn3cc(C(F)(F)F)cc(Cl)c3n2)c1	70*	86*	-28	-4	26	13	82*	-9	1
CC(C)(C)NC(=O)NC(=O)C[n+]1ccc(Cc2ccc([N+](=O)[O-])cc2)cc1	10	7	50*	-2	18	9	15	10	3
CCCOc1ccc2c3c(c(=O)oc2c1OCCC)CCC3	-11	10	-72	-1	8	10	-5	8	1
CN(C)C1=NC[C@H](Cc2ccccc2)N1CCc1ccc(F)cc1	-8	13	12	-1	1	-1	-18	-5	-1
CCCNCC(=O)Nc1cccc(S(=O)(=O)NC2=NCCCCC2)c1	-8	-3	14	-1	2	-8	-8	-18	2
O=C1CC(Cc2ccccc2)C(=O)N1Cc1ccco1 (stereo not given)	4	0	20	3	-3	-6	-23	5	-6
C/C(=N\OC(=O)c1c(-c2ccccc2Cl)noc1C)c1nccs1	-1	8	14	0	6	-3	-12	-2	0
CCN(CC)S(=O)(=O)c1cc(C(=O)Nc2cccnc2)ccc1Cl	2	-3	2	1	-28	5	-11	15	1
CCCCN1C(Nc2ccccc2)=NC[C@@H]1CC(C)C	-1	1	13	2	2	-2	-7	6	1
O=c1[nH]c2ccccc2nc1/C=C/c1ccc(O)cc1	93*	92*	-385	-4	18	1	93*	-5	-27
CC(NC(=O)c1ccc(S(=O)(=O)C(F)F)cc1)c1ccccc1 (stereo not given)	2	6	11	3	-1	0	7	-1	0
CCOC(=O)C1CCCCN1C(=O)CCc1nnc(-c2ccc3c(c2)OCO3)o1 (stereo not given)	-1	9	3	-1	7	0	6	5	-1
Cc1ccc(NC(=O)Cc2ccccc2F)cc1S(=O)(=O)N1CCCCCC1	9	1	7	-8	-14	6	7	4	1
COc1ccc(C(C(=O)NC2CCCCC2)N2CCC3(CC2)OCCO3)cc1 (stereo not given)	0	-1	6	1	-14	0	-5	4	1
COC(=O)c1sc(S(=O)(=O)N2CCC(C)CC2)c(C(=O)OC)c1C	0	1	31	2	-12	-7	-13	-8	-1
CC(C)C(NC(=O)c1ccccc1)C(=O)NCCc1ccccc1 (stereo not given)	-6	-7	12	-3	10	-11	1	-2	1
O=C(Nc1ccc(-n2cccn2)cc1)C1CCCCN1Cc1cccc2c1OCO2 (stereo not given)	-8	-4	-9	-5	5	-5	-9	-6	2
COc1ccc2nc(SCC(=O)N3CCN(c4ccc(F)cc4)CC3)c(C#N)cc2c1	3	5	-46	0	13	2	7	-2	-22
CC(=O)Nc1cccc(C(=O)OCC(=O)NNC(=O)c2cccs2)c1	-16	15	3	-5	-14	1	-13	-2	1
COC(=O)Nc1ccc(S(=O)(=O)N2CCC(Cc3ccccc3)CC2)cc1	3	-6	20	-5	-13	4	-16	-1	0
COc1cccc(-c2nc(-c3ccccn3)no2)c1	92*	97*	/	-5	-4	-2	97*	-1	/
Cc1cccc(C)c1NC(=O)CSC(=O)c1sc2ccccc2c1Cl	-16	0	13	3	1	3	-12	-3	1
COc1ccc(S(=O)(=O)Nc2cccc(/C=C/C(=O)O)c2)cc1	1	-3	10	0	-12	8	8	2	0
O=C(O)CCn1cc(-c2ccc(Cl)cc2)nc1-c1ccc(Cl)nc1	-6	0	-414	-2	0	-5	-5	3	1
CCOC(=O)C1(Cc2cccc(Cl)c2)CCCN(C(=O)c2ccco2)C1 (stereo not given)	-9	17	20	-2	-15	-5	-13	-4	1
COc1ccc(CCNC(=O)CSc2nnc(Cc3csc(N)n3)n2C)cc1OC	-4	-5	23	2	12	-6	-6	-1	2
O=C(O)c1cccc(N2C(=O)c3cccnc3C2=O)c1	-13	1	24	2	-4	3	8	-7	1
COc1cc(OC)c2ccc(=O)oc2c1C(CCN1CCCC1)c1ccc(N(C)C)cc1 (stereo not given)	-2	-3	-36	0	1	-7	-5	12	0
COc1cccc(C2N=C(c3ccccc3C)NO2)c1OC (stereo not given)	0	10	4	-3	-11	-2	-1	4	-3
COc1ccc(CCNC2CC(=O)N(CCc3ccc(OC)c(OC)c3)C2=O)cc1OC (stereo not given)	/	/	21	/	6	-3	/	/	2
CN(Cc1ccc(C(C)(C)C)cc1)C(=O)Cc1ccc(S(=O)(=O)N2CCOCC2)s1	3	1	-2	-5	17	-5	-9	18	-3
COc1ccc(N2C(=O)CC(Sc3nc(C)c4c(n3)CCCC4)C2=O)cc1 (stereo not given)	-1	-2	34	-1	-12	-9	13	8	3
CC12CCC(=O)N1C(C(=O)NNC(=O)c1ccccc1Cl)CS2 (stereo not given)	-1	-6	2	0	0	0	2	2	-2
O=[N+]([O-])c1ccc(C(O)C[n+]2ccccc2)cc1 (stereo not given)	18	-1	10	-2	2	-6	3	0	1
O=C(O)Cn1nc2ccccc2n1	-10	-4	18	-1	-18	-4	-23	-13	1
COC(=O)C1=C(C)NC(C)=C(C(=O)OC)C1c1ccccn1	-2	6	-217	-3	-5	-12	-8	-2	-5
Cc1cc(C)c(N=C2SCC(=O)N2Cc2ccco2)c(C)c1	1	-2	4	-1	-12	-3	-27	4	-3
CCOC(=O)CCCSc1nc(-c2ccc3c(c2)OCO3)cc(C(F)(F)F)c1C#N	0	1	-268	-1	-5	-5	-5	30	-29
CCC(C)(C)n1nnnc1CN1CCC(NC(=O)c2ccccc2C)CC1	5	-2	27	-2	-5	-4	-6	5	-1
CC(=O)Nc1ccc(C(=O)CN2C(=O)NC3(CCCc4ccccc43)C2=O)c(F)c1 (stereo not given)	-18	0	-14	-2	13	-7	-11	-5	-4
Nc1ccc(-c2c3ccccc3nc3ccccc23)cc1	/	/	-22	/	-3	-3	/	/	13
COc1ccc2c(c1)c1ccc3c(c1n2C)C(=O)C=CC3=O	-2	6	-298	-6	56	-1	-3	-34	-56
O=c1ccc(Cc2ccccn2)n[nH]1	2	5	5	-4	-19	-1	13	0	3
COC(=O)Nc1ccc(S(=O)(=O)N2CCCC(C(=O)N3CCC(C)CC3)C2)cc1 (stereo not given)	-6	-3	9	0	-20	2	5	-13	-2
O=C(NCCCn1ccnc1)c1cc2cc([N+](=O)[O-])ccc2oc1=O	5	3	21	0	-3	-1	4	-1	2
O=S(=O)(c1ccc(S(=O)(=O)N(Cc2cccs2)CC2CCCO2)cc1)N1CCCCC1 (stereo not given)	-3	3	13	-1	-12	1	7	8	0
Cc1ccc(NS(=O)(=O)c2ccc(CCC(=O)NCCO)cc2)cc1	-6	-3	12	-3	-11	-3	-18	-19	2
CC1CN(c2nc3c(c(=O)[nH]c(=O)n3C)n2Cc2ccccc2F)CC(C)O1 (stereo not given)	0	1	14	1	7	0	-3	11	-3
COc1ccc(/C=C\C(=O)CC(O)(c2ccccc2)C(F)(F)F)cc1 (stereo not given)	1	-4	8	-4	16	2	-9	1	3
Cc1ccc(C)c(NC(=O)CSc2sc3c(O)cc(=O)[nH]c3c2C#N)c1	3	0	-34	2	6	-2	-13	-7	-8
O=C(NCC(=O)N(c1ccccc1F)C(C(=O)NCC1CCCO1)c1ccccc1)c1ccco1 (stereo not given)	0	14	9	-3	6	-1	-12	-1	1
NS(=O)(=O)c1cccc(Nc2nc3ccccc3nc2NS(=O)(=O)c2ccc(Cl)cc2)c1	12	1	i	-5	-23	0	14	-16	2

In a second layout: four of the compounds above.
canonical_smiles | SENP8 block-1 | SENP7 block | SENP8 block-2 | MIN6 prolif | PfG6PD inh | HKDC1 inhibitor | SENP6 inh | UBC13 polyUb | SENP1 FRET inh
NS(=O)(=O)c1cccc(Nc2nc3ccccc3nc2NS(=O)(=O)c2ccc(Cl)cc2)c1 | 12 | 1 | i | -5 | -23 | 0 | 14 | -16 | 2
COc1ccc(CCNC2CC(=O)N(CCc3ccc(OC)c(OC)c3)C2=O)cc1OC (stereo not given) | / | / | 21 | / | 6 | -3 | / | / | 2
O=c1[nH]c2ccccc2nc1/C=C/c1ccc(O)cc1 | 93* | 92* | -385 | -4 | 18 | 1 | 93* | -5 | -27
O=C(O)Cn1nc2ccccc2n1 | -10 | -4 | 18 | -1 | -18 | -4 | -23 | -13 | 1

Further structures:
SMILES	SENP8 block-1	SENP7 block	SENP8 block-2	MIN6 prolif	PfG6PD inh	HKDC1 inhibitor	SENP6 inh	UBC13 polyUb	SENP1 FRET inh
COc1cccc(NC(=S)N2CCn3c(nc4ccccc43)C2)c1	3	0	0	-1	34	-4	-5	2	-2
COc1ccc(C(=O)c2c[nH]c3ccccc23)cc1	14	31	16	-2	30	-6	32	12	2
O=C(N/N=C/c1ccncc1)c1ccc(OCc2ccccc2)cc1	-5	0	18	-1	-4	-2	0	16	4
Cc1ccc(-c2nc(C#N)c(NCc3cccc4c3OCO4)o2)cc1	1	3	-254	-2	10	6	0	8	-1
COCCCNC(=O)CSc1ccc(Cl)cc1	-12	0	9	-5	-15	-3	6	-11	0
Nc1cc(N)cc(C(=O)OCC(=O)Nc2cc(S(=O)(=O)N3CCCCC3)ccc2Cl)c1	-5	15	-159	-1	13	4	13	-5	-13
COc1ccccc1C(CC(=O)N1CCCC1)c1ccc2c(c1)OCO2 (stereo not given)	0	-1	-2	-1	-8	14	5	-5	1
Cc1ccc(Cn2nnnc2CN2CCC(NC(=O)C(C)(C)C)CC2)cc1	-1	5	4	-6	-14	-3	-3	-44	2
O=C(NC(=S)Nc1ccc(F)c(Cl)c1)C1CC1	-16	9	16	-7	-1	2	-5	-2	0
